CaV13 ICDI inh: Disruptors of the CACNA1D IQ motif to Ca2+-dependent inactivation inhibitor domain association, primary screening, Förster resonance energy transfer in intact living …; HEK cells, CFP/YFP FRET ICDI-IQ, plate reader, 10 min; percent FRET-ratio fall versus neutral wells; inhibition, % at 12.3 µM; hit rate 0.098% among 340,000; AID 743397;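 active = mean replicate inhibition of at least 30% and at least 1% of replicates passing that level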;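 note: 0% = median of the neutral control wells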
NR2E3 ag-1: activates human NR2E3 receptor; Q9Y5X4; CHO-S Gal4-NCOR/VP16-NR2E3 two-hybrid, luciferase; inhibition of corepressor binding, % at 3.98 µM; hit rate 0.35% among 360,000; AID 602229;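 active = inhibition above the mean of all tested compounds plus 3 SD, cut at about 70% in these data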;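 note: 0% = DMSO with NR2E3 transfected cells and 100% = cells lacking NR2E3 construct; higher means lower luciferase signal from less NR2E3 corepressor binding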
Target sequence (Q9Y5X4 whole entry, looked up, the tested form may be a part): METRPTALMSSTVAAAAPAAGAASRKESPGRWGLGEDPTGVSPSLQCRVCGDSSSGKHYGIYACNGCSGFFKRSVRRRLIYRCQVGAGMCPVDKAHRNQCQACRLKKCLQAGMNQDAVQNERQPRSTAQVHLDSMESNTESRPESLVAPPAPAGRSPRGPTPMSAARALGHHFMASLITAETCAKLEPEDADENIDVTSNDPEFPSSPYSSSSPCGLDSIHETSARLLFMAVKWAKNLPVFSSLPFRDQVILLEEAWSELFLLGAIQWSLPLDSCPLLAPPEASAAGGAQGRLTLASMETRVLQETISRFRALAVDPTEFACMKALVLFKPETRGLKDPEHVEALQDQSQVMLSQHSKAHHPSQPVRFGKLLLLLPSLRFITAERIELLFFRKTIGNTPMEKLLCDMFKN
Vif imaging: HIV Vif inhibition; HEK293T cells, Vif self-association by quenched fluorescence, imaging, 24 h; inhibition, % at 7.49 µM; hit rate 0.35% among 340,000; in the data active = inhibition above about 50%, passing the limit was not always enough; note: some results filed as inactive read as strong as hits
NR2E3 ag-2: activates human photoreceptor nuclear receptor NR2E3. Q9Y5X4. GST-NR2E3/biotin-RetCOR TR-FRET, 1536-well. inhibition of corepressor binding, % at 4.78 µM. hit rate 0.12% among 320,000. AID 2300;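 active = percent inhibition above the cutoff of mean plus 3 SD of all tested compounds, set per screening campaign, cut at about 20% in these data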;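 note: 0% = DMSO wells and 100% = biotin wells as full block of FRET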
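System: GST-NR2E3 and biotin-RetCOR proteins; probe or stimulus: 7 nM biotin-RetCOR; doses: compound at 4.8 µM, single dose; schedule: Compound–protein incubation for 5 h at 4 °C; detection: time-resolved FRET; read-out: percent inhibition; controls: biotin wells as high control, 0.6% DMSO wells as low control; format: 1536-well plates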
KKLEB tox: counter-screen for CF NF-kB inhibitors: cytotoxicity | activity change (cytotoxicity), % at 5 µM | KKLEB CF airway cells viability, ATPlite luminescence, overnight; hits give low values; cells stimulated with P. aeruginosa culture filtrate | AID 602141 | hit rate 0.36% among 360,000;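 active = corrected activity change at or below -50% at 5 µM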
HIF-2a inh: HIF-2a inhibition; 786-0 RCC cells HIF-2a reporter, luciferase luminescence, overnight; inhibition, % at 18.8 µM; hit rate 0.72% among 360,000; AID 624352;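 active = inhibition of the luminescence signal of 40% or more relative to plate controls, in a single-dose primary screen at 18.75 µM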
CF NFkB inh: blocks PAF-induced NF-kB reporter in cystic fibrosis cells | KKLEB NF-kB-GFP reporter, GFP fluorescence overnight | inhibition, % at 5 µM | hit rate 0.86% among 360,000 | AID 588850;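 active = at least 50% inhibition at 5 µM, scaled per plate between neutral and stimulator controls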;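 note: PAF is a Pseudomonas aeruginosa culture filtrate used as stimulus; plate controls were PAF-stimulated DMSO wells for no effect and unstimulated DMSO wells for full effect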
Shn3 3UTR inh: Schnurri-3 reporter inhibition in Clone20 osteoblasts; Clone20 osteoblast Shn3 3'UTR firefly luciferase, 24 h; inhibition, % at 12.5 µM; hit rate 0.52% among 360,000;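 active = mean inhibition of at least 75% with every replicate also reaching 75%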;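 note: 0% = median of neutral control wells and 100% = pilot-screen positive control compound; some compounds past the cut are filed as inactive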
PDI inh: PDI (human) enzyme inhibition; PDI insulin aggregation turbidity, A650, 90 min; inhibition, % at 10 µM; hit rate 0.052% among 350,000; AID 588391;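 active = mean inhibition across replicates of 30% or more, whatever share of single replicates reach that level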;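 note: absorbance from insulin aggregation driven by PDI reduction with DTT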
Target sequence (P07237 whole entry, looked up): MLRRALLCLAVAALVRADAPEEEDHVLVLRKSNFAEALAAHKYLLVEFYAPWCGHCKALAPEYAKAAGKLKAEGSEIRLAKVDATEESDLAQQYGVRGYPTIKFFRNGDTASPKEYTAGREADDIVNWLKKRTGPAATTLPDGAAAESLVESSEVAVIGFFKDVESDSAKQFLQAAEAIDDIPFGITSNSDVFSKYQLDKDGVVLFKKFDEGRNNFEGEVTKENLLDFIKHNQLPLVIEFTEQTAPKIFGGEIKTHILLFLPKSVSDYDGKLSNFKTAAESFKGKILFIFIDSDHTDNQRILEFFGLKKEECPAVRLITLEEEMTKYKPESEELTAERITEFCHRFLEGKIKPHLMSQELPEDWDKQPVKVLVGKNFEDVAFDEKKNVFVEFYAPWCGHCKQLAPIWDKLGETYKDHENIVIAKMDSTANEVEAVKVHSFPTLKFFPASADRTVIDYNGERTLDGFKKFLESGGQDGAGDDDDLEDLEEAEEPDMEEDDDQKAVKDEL
MITF TRPM1 inh: MITF TRPM1 promoter inhibition in SK-MEL-5 cells | hit rate 0.83% among 330,000 | inhibition, % at 12.5 µM | SK-MEL-5 TRPM1 promoter luciferase, 24 h;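 active = mean inhibition across replicates of 60% or more, whatever share of single replicates reaches that level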; note: values of inactives mirror those of a sister screen read the other way
Peg3 promoter: reduces Peg3 promoter-driven luciferase expression in HeLa. HeLa PEG-Prom luciferase reporter, luminescence, overnight. inhibition, % at 20 µM. hit rate 1.7% among 360,000;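 active = inhibition of at least 50% at 20 µM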
* = called active by the depositor; x = no result given. An unsorted share of the library; any-hit rate near 3.3%.

Each structure is followed by: CaV13 ICDI inh, NR2E3 ag-1, Vif imaging, NR2E3 ag-2, KKLEB tox, HIF-2a inh, CF NFkB inh, Shn3 3UTR inh, PDI inh, MITF TRPM1 inh, Peg3 promoter
CCn1cc([N+](=O)[O-])c(C(=O)Nc2c(C)nn(Cc3c(F)c(F)c(F)c(F)c3F)c2C)n1
    -7, -13, -3, 2, 3, 23, 6, -12, 6, 13, -4
CC(C)(Oc1ccc(Cl)cc1)C(=O)NC1CCN(Cc2ccccc2)CC1
    -5, 10, -7, 0, 16, 12, -31, -2, -6, -6, 14
CN(C)S(=O)(=O)c1cccc(C(=O)OCC(=O)c2ccc3c(c2)NC(=O)CO3)c1
    -8, -8, -4, -3, -3, 3, -4, 7, 3, 11, 1
C=CCOc1ccc2ccccc2c1/C=N/O
    -5, -42, 0, 6, 5, -63, -8, 5, -4, 5, -30
COc1ccc(-c2cc(C(=O)N3CC4(C)CC3CC(C)(C)C4)no2)cc1 (configuration not stated)
    -3, -16, 22, -4, -2, 6, 9, -27, -7, -7, 19
C/C(=N\NS(=O)(=O)c1cccc([N+](=O)[O-])c1)c1cc2ccccc2o1
    -4, 0, 1, 2, 2, -10, 12, 3, 12, 17, 8
CCc1ccc2c(CC(=O)NNC(=O)c3ccncc3)coc2c1
    -7, -19, -3, 0, 3, 6, 4, -9, -2, -6, -5
Cc1ccc(N(C(=O)c2snc(C(N)=O)c2N)C(C(=O)NCC2CCCO2)c2ccc(C)o2)c(C)c1 (configuration not stated)
    -2, -27, -1, 7, -17, 21, 3, 4, 9, 16, 20
CCOC(=O)c1cccc(NC(=O)CSc2nnc(-c3cccnc3)n2CC)c1
    -5, 21, -4, 0, 3, 23, -3, -9, -13, 7, 11
Cc1ccccc1N1CCN(C(=S)c2ccc(-c3ccc([N+](=O)[O-])cc3)o2)CC1
    -4, -25, 0, 1, 11, 7, -2, -7, -7, 1, 2
COc1ccc(-c2cc(=O)c3cc(OC)c(OC)cc3[nH]2)cc1
    -10, -1, 0, 5, -2, -48, 1, -38, -3, -14, -3
CCc1cccc(CC)c1NC(=O)CSc1nnc(CCC(=O)O)c(=O)[nH]1
    4, -7, 18, 6, 14, 12, -16, 76, -2, 2, -6
CCOc1ccc(Cl)cc1-c1cc(C(=O)NCCOC)[nH]n1
    -5, 14, 11, x, 6, 2, -6, -4, -3, x, -6
CCNC(=S)N(CCO)Cc1cc2cc3c(cc2[nH]c1=O)OCO3
    0, -5, -6, -3, -13, 13, -22, 7, 4, 3, 7
CC(C)c1cc(=O)n2[nH]c(SCc3ccccc3Cl)nc2n1
    -3, -38, -1, 2, 0, -2, 2, -8, -5, -1, 11
Nc1nnc(-c2ccc([N+](=O)[O-])o2)s1
    -5, -15, -16, x, -4, -21, 3, 5, -30, 28, -25
Cc1ccc(S(=O)OCC(=O)Nc2cc(Cl)ccc2N2CCOCC2)cc1 (configuration not stated)
    -5, -1, -17, 1, -3, 10, 3, 11, 7, 7, 17
CCOC(=O)N1CCN(c2nc(=S)n(-c3ccccc3)c(C)c2C(C)=O)CC1
    -1, -10, 4, 2, 9, 11, -2, -10, 7, 0, 14
COc1ccc(N(CC(=O)NCc2cccs2)S(=O)(=O)c2cccc(C)c2)cc1
    -6, -7, -4, x, 5, 4, 1, -3, 4, -5, -14
Fc1ccc(-c2ccnc(=S)[nH]2)cc1
    -7, -9, 11, -1, 4, -22, 2, -12, -3, -14, 13
Cc1c(Cl)cccc1NC(=S)N(Cc1ccccc1)Cc1cccnc1
    24, -12, -7, -1, 3, 17, -3, 18, -5, 9, -3
COc1ccc(S(=O)(=O)NCC(=O)Nc2ccc(F)cc2)cc1
    -6, 5, 3, 3, -9, 3, 16, 0, 1, -2, 15
O=C(NC1CCOC1)c1cc(COc2cccc(C(F)(F)F)c2)on1 (configuration not stated)
    -2, -69, -5, -4, -6, -180, 10, -55, 3, -56, -173
COc1ccc(/C=N/NC(=O)c2snnc2C)c(OC)c1OC
    -5, -1, -1, 4, 4, 14, -3, 6, -6, -9, -8
CCCCCNCC(=O)Nc1cccc(C(=O)Nc2cccc(C(F)(F)F)c2)c1
    -18, 16, -6, -3, -30, -4, 2, 50, 1, 8, 39
CC(C)(C)c1ccc(CC(=O)N2CCC2(C)C(=O)Nc2cccc3c2CCCC3)cc1 (configuration not stated)
    -5, -15, -6, x, -18, 21, 5, 3, 1, x, 27
COc1ccc(N2CCN(C(=O)CN(C3CCCCC3)S(C)(=O)=O)CC2)cc1
    -2, 5, -13, -2, 19, 7, -26, -15, 13, -9, 10
CN1C(C(=O)NCCc2cccs2)CC2Cn3c(nc4cc5ccccc5cc43)C21 (configuration not stated)
    -6, 12, x, 9, 8, -5, -1, 47, -4, 4, -10
COC(=O)CN1C(=O)[C@H]2[C@@H](/C=C/c3ccccc3)N3C(=O)CN(CC4CC4)C(=O)[C@@]3(Cc3ccccc3)[C@H]2C1=O
    -6, 30, 3, 3, 9, 10, 1, 5, 2, -4, -11
NC(=O)COc1ccc(C2c3c(oc4ccccc4c3=O)C(=O)N2CC2CCCO2)cc1 (configuration not stated)
    -7, 13, 6, -1, -1, -14, 8, -8, 0, 3, -27
Cc1ccc(O)c(-c2cc(-c3cccc(F)c3)n[nH]2)c1
    -4, -77, 4, 0, 3, -242, 3, -37, 3, -21, -179
C/C(=N\OC(=O)c1ccc(Cl)cc1)c1nccs1
    -9, 11, -9, -2, 4, 1, -2, 7, 3, 6, 14
O=C1CCCCC1Sc1nnc(-c2ccc3c(c2)OCO3)o1 (configuration not stated)
    -4, 3, 11, -2, -5, 69*, -4, 25, 12, 45, 85*
COCCNC(=O)c1onc(CSc2ccccc2)c1C(=O)NCCOC
    -10, -18, -1, -1, -3, -4, -7, -10, 1, x, -15
Cc1ccc2c(c1)N(S(=O)(=O)c1cc(-c3cc(C)no3)ccc1C)CCO2
    -7, -6, -26, -1, 0, 18, -8, 27, -2, 15, 32
Cc1ccc(CNC(=O)c2ccc(N3CCC4(CC3)CC(c3ccccc3)=NO4)c(NC(=O)c3ccccc3)c2)cc1
    -10, 0, 0, 3, -2, 6, -1, 5, -1, 0, 2
CC(C)Oc1ccc(Br)cc1/C=N\NC(N)=S
    -8, 4, -9, 1, -8, 25, 1, 22, -5, 7, 19
Cc1cccc(NC(=O)Cn2c(O)c(N=NC(=O)c3ccncc3)c3ccccc32)c1
    -2, -2, 0, -1, -7, -1, -9, 5, 0, -14, -1
CCOC(=O)C1(Cc2cccc(Cl)c2)CCCN(C(=O)c2occc2C)C1 (configuration not stated)
    -2, -47, -2, 1, -7, -62, -3, 7, 5, -18, -39
CCOC(=O)c1cc2c(nc1N)CCCC2
    -6, -19, 13, -1, -5, -18, 10, -1, -11, -9, -2
CCOC(=O)NC(NC(=O)OCC)C(=O)c1ccccc1
    -7, 1, -3, -3, 14, 8, -13, 6, -1, 2, 13
CCOc1ccc2nc(SCC(=O)c3ccccc3)sc2c1
    -7, -72, 6, 3, 4, -204, 7, 8, 4, -62, -212
N#Cc1cccc(-c2csc(C(O)c3ccco3)n2)c1 (configuration not stated)
    -5, -10, -1, x, 3, -25, 2, -1, -10, x, -9
O=C(Nc1nnc(S(=O)(=O)Cc2ccc(F)cc2)s1)c1ccccc1F
    -3, 9, -6, 8, -8, -18, 2, 5, 3, 9, -7
O=C(Nc1ccc(F)cc1)Nc1ccc(N2CCCC2)c(S(=O)(=O)Nc2ccccc2Cl)c1
    -4, -4, -10, 0, -16, -15, 60*, 78, -2, 75*, 42
O=C(CCCCC(=O)OCC1CCCO1)OCC1CCCO1 (configuration not stated)
    -6, -34, 1, x, -4, 5, 6, 9, -38, -3, 2
COc1ccccc1N1CCN(C(=O)Cn2nnc(-c3ccncc3)n2)CC1
    x, -15, 0, -2, 1, -3, -8, -2, -7, -7, 6
CCN(C[C@H]1N[C@@](Cc2ccccc2)(C(=O)OC)[C@H]2C(=O)N(C)C(=O)[C@@H]12)C(=O)c1ccc(C(C)(C)C)cc1
    -5, -43, -6, x, 26, -13, -2, 0, -11, -7, 5
CCN(CC)C(=O)/C=C/c1ccccc1
    -5, -21, x, 1, -15, -96, -10, -25, -3, -35, -89
O=C(NCc1ccncc1)C1CCN(S(=O)(=O)c2cc(Cl)ccc2Cl)CC1
    -3, -16, 15, 4, 3, 17, 5, 0, 12, -18, -3
CCCCc1nnc(SCC(=O)Nc2nccs2)n1C
    -5, -18, -5, -1, 3, 12, 12, 10, -4, 2, 5
Cc1cc(C)n(CC(C)NC(=O)c2cc(COc3c(F)cccc3F)on2)n1 (configuration not stated)
    -6, -15, 1, -1, 1, 16, 5, -12, 2, 6, 9
COc1c(C=NNC(N)=O)c(OC)c(OC)c2c1CCO2
    -5, -11, 4, x, -6, 8, 23, -12, -6, 2, 8
C=CCOc1ccc(/C=C2\SC(=S)N(N3CCOCC3)C2=O)cc1
    -14, -19, 0, 1, 10, -38, -18, -15, 0, -2, -15
COc1ccccc1N1CCN(c2nc(C)nc3c2oc2ccccc23)CC1
    -2, 0, -14, 0, -41, -60, 39, 23, 9, 36, 27
CCS(=O)(=O)N1CCCC(C(=O)NCc2ccccc2Cl)C1 (configuration not stated)
    x, -10, 8, -1, -3, 4, 2, -8, 6, -7, -4
Cc1cccc(C)c1NC(=O)CN(C)CC(=O)c1c(N)n(Cc2ccccc2)c(=O)n(C)c1=O
    -6, -20, 7, 5, 13, 16, 0, 23, 19, 1, -1
COc1ccc([N+](=O)[O-])cc1NC(=O)C1CCCN1S(=O)(=O)c1cccs1 (configuration not stated)
    -6, 12, -4, 2, -1, 17, -1, 15, 1, 6, 28
COc1ccc(Cl)cc1C(=O)NNC(=O)CCNC(C)=O
    -7, -1, -12, -1, 0, 19, -2, -33, 2, 18, -2
COC(=O)NCC(c1ccc2c(c1)OCO2)N1CCN(c2ccccc2)CC1 (configuration not stated)
    -4, 6, -1, 0, 15, 3, -13, -18, 3, 10, 9

The list goes on:
Each structure is followed by: CaV13 ICDI inh, NR2E3 ag-1, Vif imaging, NR2E3 ag-2, KKLEB tox, HIF-2a inh, CF NFkB inh, Shn3 3UTR inh, PDI inh, MITF TRPM1 inh, Peg3 promoter
COc1ccccc1CN1CC(C(=O)NCCN2CCOC2=O)CCC1=O (configuration not stated)
    -6, -5, -4, x, 11, -4, 3, 8, -10, 2, 2
CCCCC#Cc1cncc(C(=O)N/N=C/c2ccccc2)c1
    -5, 5, 4, 6, -1, 10, -10, 1, -2, 6, 9
N#CCC(=O)N/N=C/c1cn(Cc2ccc3ccccc3c2)c2ccccc12
    -5, -1, 19, 1, 4, 22, 1, 13, 1, 23, 21
N#Cc1cccc(NC(=O)Cc2ccccc2)c1
    -3, -28, -5, -2, -1, -1, -5, -13, 4, -4, 11
Cc1c(-n2c(O)c(C3=c4ccccc4=NC3=O)sc2=O)c(=O)n(-c2ccccc2)n1C
    -4, -20, 7, -2, 9, 6, -10, -21, 6, 4, 7
COc1ccccc1C(=O)Nc1ccc(OCC(=O)N2CC(C)OC(C)C2)cc1 (configuration not stated)
    -3, -18, 16, 5, 0, -100, 1, -12, 4, -28, -52

Bioassay records as filed in PubChem.
